Screens: PubChem, Broad Institute
PAX8 inh HTS = PAX8 transcriptional activity inhibition; RMG-I TPO-luciferase reporter, SteadyGlo, 24 h; inhibition, % at 12.6 µM; hit rate 1.2% among 360,000; AID 652154;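 active = mean replicate inhibition at least 60% with every replicate also reaching 60%; inconclusive = only one of the two criteria is met; inactive = mean below 60% and not all replicates reaching 60%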;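 note: luciferase light reporting Pax8 driven TPO promoter activity; plate controls were median of neutral control wells for no effect and mitoxantrone controls for full effect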
DENV2 CPE rescue = protects cells from dengue virus 2 cytopathic effect | DENV2-infected cells, cytopathic effect rescue, plate reader | CPE inhibition, % at 9.99 µM | hit rate 1.7% among 350,000 | AID 651640; in the data active = CPE inhibition above about 20%, passing the limit was not always enough; inconclusive = no clear call, values can overlap the other calls; tested in BHK-21 cells;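 note: 0% = median of neutral control wells and 100% = median of positive control wells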
ARNT-TACC3 inh = ARNT/TACC3 interaction disruption; Q9Y6A5; AlphaScreen His-ARNT PAS-B/GST-TACC3 binding, luminescence; TACC3 fragment carries E629A point mutation; inhibition, % at 9.99 µM; hit rate 0.66% among 390,000;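 active = mean inhibition of replicates at least 50% and at least half of replicates each reaching 50%; inconclusive = half or more replicates reach 50% but mean below 50%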;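 note: 0% = complete ARNT plus TACC3 wells and 100% = ARNT alone without TACC3; many hits fall short of the cut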
EWS-Fli block = inhibitors of EWS/Fli oncoprotein transcriptional activity; AID 651661; A673 NR0B1-luciferase reporter, viability-normalised; hit rate 0.67% among 350,000; inhibition, % at 12.6 µM;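 active = mean inhibition of at least 50% after viability correction, with every replicate also passing that limit; inconclusive = mean reaches 50% but only one of two replicates passes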;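 note: firefly luciferase signal divided by Alamar Blue viability fluorescence both relative to DMSO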
Casp6 inh = blocks human caspase-6 cleavage activity. purified caspase-6, Z-VEID-R110 cleavage fluorescence. inhibition, % at 12.5 µM. hit rate 0.53% among 350,000;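 active = mean inhibition across replicates at least about 35%, with every replicate also reaching that limit, limit read from the data; inconclusive = only one of the two criteria met; inactive = neither criterion met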;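 note: 0% = median of neutral control wells and 100% = no fluorescence left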
Target sequence (P55212 24-179 limits assumed): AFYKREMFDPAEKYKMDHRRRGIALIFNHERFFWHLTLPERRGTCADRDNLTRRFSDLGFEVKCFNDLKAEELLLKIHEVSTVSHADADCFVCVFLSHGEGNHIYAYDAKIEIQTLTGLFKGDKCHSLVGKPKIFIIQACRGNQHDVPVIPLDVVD
Target sequence (P55212 194-293 limits assumed): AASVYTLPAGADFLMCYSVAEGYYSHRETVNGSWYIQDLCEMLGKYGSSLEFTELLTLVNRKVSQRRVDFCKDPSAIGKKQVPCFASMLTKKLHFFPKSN
SIRT5 inh = sirtuin-5 (human) deacylase inhibition. Purified SirT5, succinyl-peptide AMC, trypsin-coupled fluorescence. hit rate 1.1% among 330,000. inhibition, % at 15 µM; in the data active = inhibition above about 15%; inconclusive = no clear call, values can overlap the other calls
Target sequence (Q9NXA8 whole entry, looked up): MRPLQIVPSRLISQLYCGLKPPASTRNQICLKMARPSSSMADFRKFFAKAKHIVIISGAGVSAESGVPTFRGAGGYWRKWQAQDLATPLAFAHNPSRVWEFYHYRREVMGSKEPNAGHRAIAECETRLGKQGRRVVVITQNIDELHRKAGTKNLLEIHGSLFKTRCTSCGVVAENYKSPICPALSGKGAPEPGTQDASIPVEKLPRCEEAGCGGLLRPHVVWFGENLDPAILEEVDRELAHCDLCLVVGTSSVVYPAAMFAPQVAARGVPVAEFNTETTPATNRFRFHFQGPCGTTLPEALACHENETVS
LGR2 inh = Drosophila LGR2 receptor signaling inhibition. HEK293 LGR2, CRE-luciferase, bursicon-stimulated, 4 h. inhibition, % at 9.99 µM. hit rate 0.35% among 380,000;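 active = drop in luminescence signal, shown as inhibition above about 50% in the replicate tests, limit read from the data, passing the limit was not always enough; inconclusive = probably only some replicates passing the limit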;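 note: agonist challenge used bursicon conditioned medium at about half maximal strength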
Active calls of the source: *; ? = inconclusive; · = no result given; & = joins results of further samples.

Results follow in this order: PAX8 inh HTS | LGR2 inh | EWS-Fli block | SIRT5 inh | DENV2 CPE rescue | ARNT-TACC3 inh | Casp6 inh
- CC(OC(=O)CCc1nc(=O)c2ccccc2n1C)C(=O)NCc1ccc2c(c1)OCO2 (centres undefined)
  -9 | · | -1 | 1 | 2 | 4 | 2
- C[C@H]1CCCCO[C@H](CN(C)CC2CC2)[C@@H](C)CN([C@@H](C)CO)C(=O)c2cc(NC(=O)C3CCCCC3)ccc2O1
  -8 | -10 | · | -1 | 0 | 0 | -2
- C=CCSC1=C(C#N)C(c2ccccc2Cl)C(C(=O)c2cccs2)C(O)(C(F)(F)F)N1 (centres undefined)
  3 | 21 | 4 | -3 | -5 | 0 | 3
- CC(C)NC(=O)N(C)C[C@H]1Oc2c(NS(=O)(=O)c3ccccc3)cccc2C(=O)N([C@H](C)CO)C[C@@H]1C
  -2&2 | -12&-24 | 0&-7 | 0&-4 | 2&1 | -12&1 | -1&-3
- Cn1c(=O)n(C)c2cc(NC(=O)c3cccc([N+](=O)[O-])c3)c(Br)cc21
  36 | 22 | 8 | 1 | 2 | 4 | 3
- COc1ccc(NC(=O)N(C)C[C@@H]2Oc3cc(C#CCC(C)C)ccc3S(=O)(=O)N([C@@H](C)CO)C[C@@H]2C)cc1
  65* | -8 | 2 | 29* | 4 | 5 | -1
- CCOc1cc(CNc2ccc(OC)cc2)cc(Br)c1OCC(=O)NC(C)(C)C
  · | 9 | · | · | · | 3 | 2
- OC1CCCN(c2ncnc3c2nnn3Cc2c(F)cccc2Cl)C1 (centres undefined)
  1 | -5 | -11 | -3 | -2 | -1 | 5
- COCc1c(C(=O)NCCOc2ccc(Cl)cc2)oc2ccccc12
  -1 | -18 | -7 | -4 | 3 | -15 | 4
- C[C@@H]1CCCCO[C@H](CN(C)C(=O)Nc2ccccc2)[C@H](C)CN([C@H](C)CO)C(=O)c2cc(NS(=O)(=O)c3cn(C)cn3)ccc2O1
  -11 | -15 | -22 | 0 | -5 | -8 | 1
- CCCN1C[C@H](C)[C@H](OC)CN(C)C(=O)c2ccc(NC(=O)c3ccccc3)cc2OC[C@H]1C
  · | 4 | 4 | -8 | 6 | 1 | ·
- CN(CCc1ccccn1)C1CCCN(S(=O)(=O)c2ccccc2)C1 (centres undefined)
  10 | 3 | · | 0 | 20 | · | 0
- Cn1c(=S)[nH]c2sc3c(c2c1=O)CCC(C(C)(C)C)C3 (centres undefined)
  -118 | -78 | -2 | 35* | -4 | · | 4
- COc1ccccc1CN1[C@H](CO)[C@@H]2c3ccccc3N(C(=O)c3cccnc3)C[C@@H]21
  -6 | 17 | 7 | 3 | -3 | -1 | 1
- COc1ccc(NC(=O)COC(=O)Cc2ccsc2)c(OC)c1
  5 | · | -7 | -1 | -8 | · | 2
- C/C(=N\NC(=O)c1ccc(CN(C)S(=O)(=O)c2ccc(C)cc2)cc1)c1ccc(OC(F)F)cc1
  -7 | -11 | 26 | 0 | 4 | -10 | -6
- Cc1ccc(S(N)(=O)=O)cc1
  · | 3 | 4 | · | 52* | · | -1
- Cc1ccccc1C(=O)N(C)[C@H]1C[C@H]2c3[nH]c4ccccc4c3CCN2C[C@H]1[C@H](C)O
  37 | -7 | 3 | 3 | 15 | · | -2
- CC(=O)c1cc2c(cc1NS(=O)(=O)c1ccccc1F)OCO2
  -1 | -22 | 7 | -2 | 6 | -2 | 6
- CCCn1c(N2CCN(C(=O)/C=C/C(=O)O)CC2)nc2ccccc21
  -44 | 22 | -3 | 1 | 6 | 1 | -3
- Cc1nc(Nc2ccc(Cl)cc2)c2nnn(Cc3ccccc3)c2n1
  1 | -2 | 1 | 8 | -3 | 1 | -4
- Cc1noc(C)c1NC(=O)N(C)C[C@H]1Oc2ccc(NS(=O)(=O)c3ccc(Cl)cc3)cc2CC(=O)N([C@H](C)CO)C[C@H]1C
  -28 | -5 | 13 | -2 | 0 | 0 | 1
- C[C@@H]1CN([C@@H](C)CO)C(=O)Cc2cc(NS(=O)(=O)c3ccc(Cl)cc3)ccc2O[C@@H]1CN(C)S(C)(=O)=O
  15 | 7 | 8 | -2 | -4 | -5 | 3
- O=C(c1ccccc1)N1CC(=O)N2[C@H](CO)[C@@H](c3ccc(C#CC4CC4)cc3)[C@H]2C1
  16 | -3 | -14 | -3 | -4 | · | 3
- CCOc1ccc(CN2CCCC(CO)(Cc3ccccc3F)C2)cc1 (centres undefined)
  -33 | -1 | 8 | -1 | 8 | 6 | 1
- CCc1sc(C(=O)Nc2ccc(NC(C)=O)cc2)cc1C
  -32 | -17 | -23 | -5 | -4 | -16 | 1
- Cc1c(-c2ccn[nH]2)cc(NC(=O)c2ccc(Cl)cc2)c(=O)n1N
  -1 | -2 | -8 | 3 | -8 | · | 0
- Cc1noc(C)c1NC(=O)Nc1cccc2c1O[C@H](CN(C)Cc1ccc(Oc3ccccc3)cc1)[C@H](C)CN([C@H](C)CO)C2=O
  · | -11 | 1 | -3 | 0 | -1 | 1
- COc1ccc(CCNC(=O)CCN2C(=O)[C@@H]3Cc4ccccc4CN3C2=O)cc1OC
  -3 | 8 | · | 0 | 3 | -3 | 1
- CCOc1ccccc1/C=N/Nc1ccc(Cl)nn1
  19 | 3 | -5 | 12 | 12 | 1 | -3
- CC(=O)Nc1cc(-c2cccc(C(=O)NCCN(C)C)c2)cn2c(-c3ccccc3)cnc12
  8 | 0 | -5 | · | ? | · | -8
- COc1ccc2c(=O)c(C(=O)NCCc3ccccc3)c[nH]c2c1
  -92 | -62 | -75 | 0 | -2 | 3 | 1
- C[C@H](CO)N1C[C@H](C)[C@H](CN(C)C(=O)Nc2ccccc2)OCCCC[C@H](C)Oc2ccc(NS(C)(=O)=O)cc2C1=O
  -17 | 10 | -2 | 1 | 10 | -4 | 0
- CC1CN(C(=O)Nc2ccccc2)c2ccccc2-[n+]2ccsc21 (centres undefined)
  4 | 13 | · | · | · | -6 | ·
- COCC(=O)Nc1ccc2c(c1)[C@@H]1C[C@H](CC(=O)NCC3CC3)O[C@H](CO)[C@@H]1O2
  · | 22 | -6 | -1 | -1 | -6 | 14
- Cc1c(NS(=O)(=O)c2ccc([N+](=O)[O-])cc2)c(=O)n(-c2ccccc2)n1C
  10 | 10 | -2 | 7 | 6 | 0 | 0
- O=C(Cc1c(F)cccc1Cl)NC1=NCCS1
  6 | 6 | 11 | 0 | -3 | · | 0
- COc1ccc(CNC(=O)c2sc(=O)n(Cc3ccc(-c4ccccc4)cc3)c2C)cc1OC
  27 | 10 | 16 | · | 4 | · | -2
- CCn1ncc(/C=C2/SC(=S)NC2=O)c1C
  -13 | -1 | · | · | · | 4 | ·
- O=C(C[C@H]1C=C[C@@H](NC(=O)C2CCOCC2)[C@H](CO)O1)NCc1ccncc1
  13 | 6 | 14 | -4 | -3 | 3 | 2
- COc1ccccc1COn1c(=O)c(-c2ccco2)[n+]([O-])c2ccccc21
  -10 | 0 | -3 | -1 | 0 | 1 | -1
- CN(C)C(=O)c1cccc(-c2ccc3c(c2)[C@H]2[C@H](CCN2C(=O)Cc2ccccn2)[C@@H](CO)N3C)c1
  -10 | -4 | -4 | · | -13 | 8 | ·
- O=C(N/N=C/c1cc(Cl)cc([N+](=O)[O-])c1O)c1ccc2c(c1)OCO2
  14 | 13 | 5 | -2 | -15 | 16 | 1
- COc1ccccc1C(=O)Nc1ccc2c(c1)CN(C(=O)CSC)CC2
  -22 | 2 | -21 | -1 | 5 | 2 | -1
- CCOC(=O)CNS(=O)(=O)c1ccc(C)cc1
  -14 | -15 | 1 | 2 | ? | · | 2
- C[C@H](CO)N1C[C@H](C)[C@H](CN(C)S(=O)(=O)c2ccccc2)Oc2ncc(C#Cc3ccccc3)cc2C1=O
  · | 5 | 3 | 4 | -9 | 6 | 2
- Cc1cccc(C(=O)OCC(=O)NCCN2C(=O)CSC2=O)c1[N+](=O)[O-]
  -22 | 14 | 7 | 2 | 1 | -12 | 0
- Cc1ccccc1S(=O)(=O)NC1OC(=O)C(Oc2ccccc2)=C1Br (centres undefined)
  13 | -15 | 8 | -6 | · | 43 | 6
- COC(CN(C)C(=O)C1CCCN(S(=O)(=O)c2ccc3c(c2)oc(=O)n3C)C1)OC (centres undefined)
  4 | -13 | -3 | 2 | 1 | -7 | -2
- Nc1ccccc1C(=O)NC1CCCNC1=O (centres undefined)
  19 | 0 | 3 | -5 | 4 | · | -1
- COc1cccc(-c2ccc3c(c2)O[C@H](CN(C)Cc2cccnc2)[C@H](C)CN([C@@H](C)CO)S3(=O)=O)c1
  11 | -2 | -6 | -2 | ? | -1 | 0
- O=C(NCc1cccc(Br)c1)C1CC2Cn3c(nc4ccccc43)C2N1c1ccccc1 (centres undefined)
  21 | -7 | -7 | · | -12 | 0 | -5
- COc1ccccc1NC(=O)CCCc1nc(-c2ccc(OC)c(OC)c2)no1
  7 | -4 | -2 | -4 | -3 | 1 | -2
- C[C@H]1CN([C@@H](C)CO)C(=O)CCCn2cc(nn2)CO[C@@H]1CN(C)C(=O)CCCN(C)C
  -8 | -12 | -10 | 1 | -10 | 2 | -14
- COc1ccc(S(=O)(=O)Nc2ccc3c(c2)C(=O)N([C@H](C)CO)C[C@H](C)[C@H](CN(C)S(=O)(=O)c2ccc(Cl)cc2)OCCCC[C@@H](C)O3)cc1
  1 | -8 | -3 | 10 | -16 | 5 | 1
- Cn1c(=O)c2cc(NC(=S)NCc3ccccc3F)ccc2n1Cc1ccccc1
  -15 | -9 | -5 | 1 | -12 | · | 5
- CN(C)Cc1c(-c2ccc(Cl)cc2)nc2ccccn12
  -168 | · | -128 | -1 | -2 | -2 | 0
- Cc1cccc(S(=O)(=O)N[C@@H]2CC[C@H](CCNC(=O)Nc3cc(F)ccc3F)O[C@H]2CO)c1
  7 | -8 | -6 | -1 | -6 | -4 | -143
- O=C(NCCCN1CCCC1=O)c1ccc(NS(=O)(=O)c2ccc(F)cc2)cc1
  6 | 2 | -1 | -1 | ? | · | 2
- NC(=O)C1CCN(C(=O)CNC(=O)c2ccc(F)cc2)CC1
  -6 | · | -5 | · | -5 | -2 | -4

Going on with the list:
Results follow in this order: PAX8 inh HTS | LGR2 inh | EWS-Fli block | SIRT5 inh | DENV2 CPE rescue | ARNT-TACC3 inh | Casp6 inh
- CC(=O)c1ccc(NC(=O)COC(=O)Cc2ccsc2)cc1
  -6 | 2 | -1 | -6 | 7 | 10 | 3
- Oc1ccc(CCNc2ncnc3ccc(Cl)cc23)cc1
  -24 | 24 | 2 | -7 | -1 | -1 | -4
- CC(C)NC(=O)C1(C)CCCCCN1C(=O)c1ccc(-c2ccccc2)cc1 (centres undefined)
  0 | 4 | -3 | -3 | 11 | · | 4
- CC(=O)c1cccc(NC(=S)NC(=O)c2ccc(Cl)cc2)c1
  -106 | -34 | -58 | -3 | -17 | -17 | -6
- O=C(C[C@H]1C[C@H]2c3cc(NC(=O)Nc4ccc(F)cc4)ccc3O[C@H]2[C@@H](CO)O1)NCC(F)(F)F
  · | 17 | -4 | -2 | 1 | -8 | 1
- CN1C(=O)c2cc(NC(=O)c3cccc(F)c3)ccc2OC[C@H]2O[C@@H](CC(=O)NC3CCC3)CC[C@@H]21
  · | -8 | -4 | -1 | -5 | · | 1
- COc1ccccc1-n1c(=O)[nH]c2c(C(N)=O)nc(C3CCCCC3)nc21
  4 | -10 | 1 | -1 | -8 | 2 | 0

Profiles, looked up by structure.
`O=C(C[C@H]1C[C@H]2c3cc(NC(=O)Nc4ccc(F)cc4)ccc3O[C@H]2[C@@H](CO)O1)NCC(F)(F)F` as listed: PAX8 inh HTS = ·; LGR2 inh = 17; EWS-Fli block = -4; SIRT5 inh = -2; DENV2 CPE rescue = 1; ARNT-TACC3 inh = -8; Casp6 inh = 1
`CC(=O)c1cccc(NC(=S)NC(=O)c2ccc(Cl)cc2)c1` as listed: PAX8 inh HTS = -106; LGR2 inh = -34; EWS-Fli block = -58; SIRT5 inh = -3; DENV2 CPE rescue = -17; ARNT-TACC3 inh = -17; Casp6 inh = -6
